ATXN2 expr inh: ATXN2 expression inhibition; HEK-293 ATXN2-luciferase reporter, luminescence, 24 h; Potency, µM (series often up to 57 µM), for the others: top-dose activity change, negative = inhibition, most hits filed as inhibitors; actives 0.72% (n = 360,000); AID 1745845; further: potency means the concentration at half of the fitted maximal effect; on the % scale 0 is the no-effect control and ±100 the full control effect; nearly all actives have a fitted effect of over 55% in size
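ATXN2-luciferase reporter cells (luciferase flanked by upstream and downstream ATXN2 gene portions) were treated 24 h at 37 °C with compounds at up to 57 uM. SteadyGlo luminescence gave expression; GF-AFC fluorescence gave viability.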
IL1B secr inh: inhibitors of inflammasome signaling (IL-1 beta secretion). THP-1 LPS/ATP IL-1B secretion, AlphaLISA, 16 h; stronger effect = lower value. activity change, % at 57.5 µM. actives 4.7% (n = 360,000). AID 743279; in the data active means activity change below about -50%; inconclusive means mostly about -30% to -49%; further: on the % scale 0 is the no-effect control and ±100 the full control effect
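Secreted IL-1B measured by AlphaLISA bead assay after 16 h compound exposure of THP-1 cells; compounds (final up to 57.5 uM) added 1 h before LPS (250 ng/mL) and ATP (1.25 mM) stimulation; lower signal means less secretion.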
SW480 rerep: DNA re-replication induction in SW480 cells | SW480 DNA re-replication, Hoechst DNA content imaging, 48 h | Potency, µM (highest dose often 46.1 µM), for the others: top-dose re-replication activation, hits mostly activators | actives 1.8% (n = 340,000); further: potency means the concentration at half of the fitted maximal effect; % of control where 0% means no effect; nearly all actives have a fitted effect of over 55% in size
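Treated cells incubate 48 hr (37 C, 5% CO2), are stained 40 min with Hoechst, and nuclear fluorescence is enumerated; a rise in nuclei with high DNA signal marks re-replication.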
HT1080 IDH1KD tx: kills HT-1080 cells with IDH1 knockdown. HT-1080 IDH1 knockdown viability, ATP luminescence, 48 h. Potency, µM (series often up to 46.1 µM), without a hit: at the highest dose activity, negative = toxicity, actives largely listed as cytotoxic. actives 2% (n = 360,000). AID 686971;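 further: potency means the concentration at half of the fitted maximal effect; 0% = DMSO wells and -100% = cell-free medium wells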
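HT-1080-IDH1KD cells (IDH1 knocked down), 750/well in RPMI with 5% FBS, treated with compound 48 h at 37 degrees C. Viability by CellTiter-Glo luminescence, normalised to DMSO and no-cell wells; concentration-response curves classed.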
KB-V1 MDR tox: KB-V1 MDR subline cytotoxicity; KB-V1 MDR cells viability, CellTiter-Glo, 72 h; actives 3.4% (n = 400,000); Potency, µM (titrated, usually from 46.1 µM), without a hit: at the highest dose activity change, negative = cytotoxicity, most hits filed as cytotoxic; further: potency means the concentration at half of the fitted maximal effect; on the % scale 0 is the no-effect control and ±100 the full control effect; nearly all actives have a fitted effect of over 60% in size
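qHTS viability screen in drug-selected KB-V1 MDR cells: 72 h compound treatment at 37 degrees C, ATP luminescence end point.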
KB-3-1 cytotox: KB-3-1 parental cell cytotoxicity | KB-3-1 viability, CellTiter-Glo ATP luminescence, 72 h | Potency, µM (top dose mostly 46.1 µM), without a hit: at the highest dose activity change, negative = cytotoxic, hits mostly cytotoxic | actives 1.4% (n = 400,000) | AID 1347075; further: potency means the concentration at half of the fitted maximal effect; on the % scale 0 is the no-effect control and ±100 the full control effect; nearly all actives have a fitted effect of over 60% in size
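Screening of KB-3-1 cells (DMEM, 10% FBS, phenol-red free) ran from lowest to highest compound concentration; after 72 h at 37 °C viability was read luminescently and curves fitted.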
MCF10A rerep: DNA re-replication induction in MCF 10a cells | MCF 10A DNA re-replication, Hoechst nuclear intensity, 48 h | Potency, µM (top dose mostly 46.1 µM), for inactives: top-dose activity, positive = re-replication, usual class: activators | actives 2.9% (n = 350,000) | AID 624296; further: potency means the concentration at half of the fitted maximal effect; % of control where 0% means no effect; nearly all actives have a fitted effect of over 50% in size
WRN helicase inh: blocks human WRN helicase; Q14191; WRN helicase unwinding, fluorescent forked duplex, kinetic; Potency, µM (series often up to 114 µM), without a hit: at the highest dose activity change, negative = inhibition, actives largely listed as inhibitors; actives 0.46% (n = 360,000); further: potency means the concentration at half of the fitted maximal effect; on the % scale 0 is the no-effect control and ±100 the full control effect; nearly all actives have a fitted effect of over 55% in size
Target sequence (Q14191 whole entry, looked up): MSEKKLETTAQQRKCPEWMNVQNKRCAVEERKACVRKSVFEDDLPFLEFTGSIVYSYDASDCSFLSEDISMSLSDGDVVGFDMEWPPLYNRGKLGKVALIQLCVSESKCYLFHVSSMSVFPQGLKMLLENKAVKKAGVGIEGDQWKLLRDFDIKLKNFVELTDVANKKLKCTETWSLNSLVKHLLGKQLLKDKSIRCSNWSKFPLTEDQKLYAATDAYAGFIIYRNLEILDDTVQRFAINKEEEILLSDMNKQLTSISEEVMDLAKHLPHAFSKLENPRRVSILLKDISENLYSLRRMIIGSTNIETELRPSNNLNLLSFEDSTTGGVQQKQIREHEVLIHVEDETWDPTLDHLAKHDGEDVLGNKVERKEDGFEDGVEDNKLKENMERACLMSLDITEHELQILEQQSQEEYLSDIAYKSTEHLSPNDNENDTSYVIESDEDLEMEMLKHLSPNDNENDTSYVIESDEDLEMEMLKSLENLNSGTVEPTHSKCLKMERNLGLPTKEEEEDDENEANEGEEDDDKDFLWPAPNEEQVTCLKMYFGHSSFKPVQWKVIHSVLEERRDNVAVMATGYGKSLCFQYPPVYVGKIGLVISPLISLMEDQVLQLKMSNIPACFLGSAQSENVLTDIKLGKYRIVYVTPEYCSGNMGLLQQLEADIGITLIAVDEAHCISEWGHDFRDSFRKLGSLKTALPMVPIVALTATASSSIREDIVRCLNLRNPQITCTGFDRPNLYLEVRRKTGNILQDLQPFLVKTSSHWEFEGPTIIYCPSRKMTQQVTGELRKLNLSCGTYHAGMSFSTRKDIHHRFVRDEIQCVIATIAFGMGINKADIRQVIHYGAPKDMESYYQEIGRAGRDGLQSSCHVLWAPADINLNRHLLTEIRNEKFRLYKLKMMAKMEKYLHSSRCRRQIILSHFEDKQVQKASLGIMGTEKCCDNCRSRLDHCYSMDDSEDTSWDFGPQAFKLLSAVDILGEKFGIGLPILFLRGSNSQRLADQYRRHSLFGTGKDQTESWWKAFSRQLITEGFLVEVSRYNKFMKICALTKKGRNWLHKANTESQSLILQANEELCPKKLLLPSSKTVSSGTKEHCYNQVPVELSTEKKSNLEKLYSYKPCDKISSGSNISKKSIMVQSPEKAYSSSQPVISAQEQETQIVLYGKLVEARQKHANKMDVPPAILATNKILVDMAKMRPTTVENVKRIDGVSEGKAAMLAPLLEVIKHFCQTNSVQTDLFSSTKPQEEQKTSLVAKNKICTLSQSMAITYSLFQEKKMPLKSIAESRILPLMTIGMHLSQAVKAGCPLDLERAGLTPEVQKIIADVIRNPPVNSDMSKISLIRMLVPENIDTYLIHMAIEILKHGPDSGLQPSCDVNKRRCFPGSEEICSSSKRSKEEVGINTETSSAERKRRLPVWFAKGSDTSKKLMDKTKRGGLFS
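WRN at 20 nM final was preincubated with compound for 15 min at room temperature; reaction started with 100 nM forked duplex oligonucleotide carrying fluorophore and quencher plus 2 mM ATP (final). Unwinding followed kinetically by red fluorescence (ex 525/em 598 nm).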
HT1080-NT tox: kills 2HG-producing HT-1080-NT fibrosarcoma cells. HT-1080-NT fibrosarcoma viability, CellTiter-Glo ATP luminescence, 48 h. Potency, µM (doses to about 46.1 µM), for the others: at the highest dose activity, negative = less viability, actives largely listed as cytotoxic. AID 686970. actives 1.6% (n = 360,000);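 further: NT is the 2HG producing partner of a matched IDH1 knockdown line; potency means the concentration at half of the fitted maximal effect; 0% = DMSO-treated cells and -100% = media-only wells without cells; nearly all actives have a fitted effect of over 55% in size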
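Read-out is CellTiter-Glo luminescence after 10 minutes at room temperature, following 48 hours' compound treatment of HT-1080-NT cells (750 cells/well, RPMI, 5% FBS, 37 degrees C).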
Starred values were filed as active, the others as inactive; & = joins results of further samples; [ ] = dose if it differs, or a comment. Unless noted, the call rests on the fitted dose curve; in most records, active means well fitted curve in the direction sought with a large enough effect; inconclusive means small, poorly fitted or top-dose-only effect, or another doubt; inactive means no such curve, though single readings can be large; an effect the other way counts as inactive or inconclusive.

`N/C(=N\OC(=O)Oc1ccccc1)c1ccc(Br)cc1` gave ATXN2 expr inh -5%, IL1B secr inh 13, SW480 rerep -6%, HT1080 IDH1KD tx 7%, KB-V1 MDR tox 4%, KB-3-1 cytotox -1%, MCF10A rerep -3%, WRN helicase inh 10% and HT1080-NT tox 0%.
O=C(Nc1cccc(C(F)(F)F)c1)c1csc([C@@H]2O[C@H](CO)[C@@H](O)[C@H]2O)n1 was read as ATXN2 expr inh 9%, IL1B secr inh 8, HT1080 IDH1KD tx -2%, KB-V1 MDR tox 3%, KB-3-1 cytotox 0%, WRN helicase inh 7% and HT1080-NT tox 6%.
Screening Cc1c(-c2cc(C(=O)O)no2)cnn1C returned ATXN2 expr inh -29%, IL1B secr inh 17, SW480 rerep -6%, HT1080 IDH1KD tx 4%, KB-V1 MDR tox 0%, KB-3-1 cytotox -3%, MCF10A rerep -5%, WRN helicase inh -10% and HT1080-NT tox 4%.
`CCCCNC(=O)c1sc2nc(C)cc(COC)c2c1-n1cccc1` gave ATXN2 expr inh -10%, IL1B secr inh 0, SW480 rerep -4%, HT1080 IDH1KD tx -5%, KB-V1 MDR tox 5.2µM*, KB-3-1 cytotox -5%, MCF10A rerep 0%, WRN helicase inh -6% and HT1080-NT tox 11%.
Screening CCn1c(=O)cc(OCC(=O)N2CCN(c3ccc(F)cc3)CC2)c2ccccc21 returned ATXN2 expr inh 18%&7%, IL1B secr inh 0, SW480 rerep 9%, HT1080 IDH1KD tx 8%, KB-V1 MDR tox -24%&-5%, KB-3-1 cytotox 0%&-9%, MCF10A rerep -9%, WRN helicase inh 1% and HT1080-NT tox 9%.
For COC(=O)CCCNS(=O)(=O)c1ccc2ccccc2c1 the results were ATXN2 expr inh -3%, IL1B secr inh 26, SW480 rerep -5%, HT1080 IDH1KD tx 1%, KB-V1 MDR tox -14%, KB-3-1 cytotox -13%, MCF10A rerep 1%, WRN helicase inh -20% and HT1080-NT tox 10%.
Screening CCN1/C(=C/c2ccc3ccccc3[n+]2CCCS(=O)(=O)[O-])C=Cc2cc(C)ccc21 returned ATXN2 expr inh -16%, IL1B secr inh 5, SW480 rerep -4%, HT1080 IDH1KD tx -17%, KB-V1 MDR tox 4%, KB-3-1 cytotox -2%, MCF10A rerep 0%, WRN helicase inh -15% and HT1080-NT tox -14%.
Screening Cc1ccc(-c2ccc(C3=CC(=O)CC(C)(C)C3=O)cc2)cc1 returned ATXN2 expr inh 64%[activator], IL1B secr inh -19, HT1080 IDH1KD tx 15%, KB-V1 MDR tox -5%, KB-3-1 cytotox 10%, WRN helicase inh 0% and HT1080-NT tox -1%.
For COc1ccc(C(CNC(=O)C(C)(C)Oc2ccc(Cl)cc2)N2CCCC2)cc1 (stereo unspecified) the results were IL1B secr inh -6, SW480 rerep 1%, HT1080 IDH1KD tx inconclusive, KB-V1 MDR tox 0%, KB-3-1 cytotox -11%, MCF10A rerep 2%, WRN helicase inh 4% and HT1080-NT tox -20%.
Cn1c(N)c(C(=O)COC(=O)c2ccc(F)cc2Cl)c(=O)n(C)c1=O was read as ATXN2 expr inh -9%, IL1B secr inh -5, SW480 rerep -6%, HT1080 IDH1KD tx 8%, KB-V1 MDR tox 0%, KB-3-1 cytotox 17%, MCF10A rerep 6%, WRN helicase inh 1% and HT1080-NT tox -1%.
O=C(CSC1=NCCN1)Nc1ccccc1[N+](=O)[O-] was read as IL1B secr inh -119*, SW480 rerep -4%, HT1080 IDH1KD tx 1%, KB-V1 MDR tox -3%, KB-3-1 cytotox 2%, MCF10A rerep inconclusive, WRN helicase inh -4% and HT1080-NT tox 0%.
`Cn1nnnc1SCc1csc(Nc2ccccc2)n1` gave ATXN2 expr inh 32%, IL1B secr inh -8, SW480 rerep 0%, HT1080 IDH1KD tx -2%, KB-V1 MDR tox -9%, KB-3-1 cytotox -2%, MCF10A rerep 6%, WRN helicase inh -14% and HT1080-NT tox -5%.
Screening COc1ccc(-c2cc(-c3nc4ccccn4c3NCc3ccccc3)ccc2OC)cc1 returned ATXN2 expr inh 4µM*, IL1B secr inh -56*, SW480 rerep 16µM*, HT1080 IDH1KD tx inconclusive, KB-V1 MDR tox inconclusive, KB-3-1 cytotox -14%, MCF10A rerep 5.8µM*, WRN helicase inh -1% and HT1080-NT tox inconclusive.
CN(C(=O)COC(=O)c1n[nH]c2ccccc12)c1ccccc1 was read as ATXN2 expr inh 10%, IL1B secr inh inconclusive, SW480 rerep 2%, HT1080 IDH1KD tx 26%, KB-V1 MDR tox 8.2µM*, KB-3-1 cytotox 16%, MCF10A rerep 1%, WRN helicase inh -6% and HT1080-NT tox 2%.
For C=CCOC(=O)C1=C(C)OC(N)=C(C#N)C1c1ccco1 (stereo unspecified) the results were IL1B secr inh 7, SW480 rerep -5%, HT1080 IDH1KD tx 2%, KB-V1 MDR tox 25%, KB-3-1 cytotox 1%, MCF10A rerep 5%, WRN helicase inh -3% and HT1080-NT tox -1%.
COc1ccccc1NC(=O)CCNS(=O)(=O)c1ccc2c(c1)CC(C)N2C(=O)C1CC1 (stereo unspecified) was read as ATXN2 expr inh 6%, IL1B secr inh 0, SW480 rerep -11%, HT1080 IDH1KD tx 1%, KB-V1 MDR tox -2%, KB-3-1 cytotox 3%, MCF10A rerep 4%, WRN helicase inh -12% and HT1080-NT tox 2%.
O=C(CSc1nc2c(c(C(F)(F)F)n1)CCc1ccccc1-2)NCc1ccc(F)cc1 was read as ATXN2 expr inh 0%, IL1B secr inh 1, SW480 rerep -12%, HT1080 IDH1KD tx 0%, KB-V1 MDR tox -11%, KB-3-1 cytotox 6%, MCF10A rerep 13%, WRN helicase inh -18% and HT1080-NT tox 3%.
Screening CCC1CCC(N2CCN(c3ccc([N+](=O)[O-])cc3)CC2)CC1 (stereo unspecified) returned ATXN2 expr inh -11%, IL1B secr inh -60*, SW480 rerep 5%, HT1080 IDH1KD tx inconclusive, KB-V1 MDR tox -5%, KB-3-1 cytotox -18%, MCF10A rerep -3%, WRN helicase inh -17% and HT1080-NT tox -29%.
For CN(CC1CCCN(CCc2ccc(Cl)cc2)C1)C(=O)C(=O)c1ccco1 (stereo unspecified) the results were ATXN2 expr inh -20%, IL1B secr inh -14, SW480 rerep 3%, HT1080 IDH1KD tx -3%, KB-V1 MDR tox -4%, KB-3-1 cytotox -22%, MCF10A rerep 5%, WRN helicase inh 0% and HT1080-NT tox -3%.
Screening CSCCC(N=C1NS(=O)(=O)c2ccccc21)C(=O)N1CCCC(C(N)=O)C1 (stereo unspecified) returned ATXN2 expr inh 0%, IL1B secr inh 8, SW480 rerep 3%, HT1080 IDH1KD tx 1%, KB-V1 MDR tox -2%, KB-3-1 cytotox -4%, MCF10A rerep 0%, WRN helicase inh -3% and HT1080-NT tox 3%.
`Cc1ccn(CC(=O)O)c(=O)c1` gave ATXN2 expr inh 1%, IL1B secr inh 11, SW480 rerep 1%, HT1080 IDH1KD tx -3%, KB-V1 MDR tox 0%, KB-3-1 cytotox -6%, MCF10A rerep -1%, WRN helicase inh -4% and HT1080-NT tox -1%.
For Cc1ccc(-c2nc3ncccc3o2)cc1NC(=O)c1ccccc1 the results were ATXN2 expr inh 11%, IL1B secr inh -7, SW480 rerep -12%, HT1080 IDH1KD tx 20%, KB-V1 MDR tox -2%, KB-3-1 cytotox 2%, MCF10A rerep 1%, WRN helicase inh -3%[11.6 µM] and HT1080-NT tox 14%.
For CC(C)(C)c1ccc(S(=O)(=O)NCc2ccc(C(=O)N3CCCC3)cc2)cc1 the results were ATXN2 expr inh 3%, IL1B secr inh -10, SW480 rerep -4%, HT1080 IDH1KD tx 3%, KB-V1 MDR tox 0%, KB-3-1 cytotox -14%, MCF10A rerep inconclusive, WRN helicase inh -6% and HT1080-NT tox -6%[9.24 µM].
CC(=O)c1ccccc1NS(=O)(=O)c1c(C)nn(-c2ccccc2)c1C was read as ATXN2 expr inh 2%, IL1B secr inh 12, SW480 rerep -7%, HT1080 IDH1KD tx -17%, KB-V1 MDR tox 9.2µM*, KB-3-1 cytotox -6%, MCF10A rerep 15%, WRN helicase inh -7% and HT1080-NT tox -10%.
`Cc1ccc(S(=O)(=O)NCC(=O)N2CCN(S(=O)(=O)c3ccc(Cl)cc3)CC2)cc1C` gave ATXN2 expr inh 16%, IL1B secr inh 0, SW480 rerep 0%, HT1080 IDH1KD tx 2%, KB-V1 MDR tox -1%, KB-3-1 cytotox 6%, MCF10A rerep -1%, WRN helicase inh -3% and HT1080-NT tox 1%.
For CCCCCn1c(SCC(=O)c2ccccc2)nc2cc(C(=O)NCc3ccco3)ccc2c1=O the results were ATXN2 expr inh -1%, IL1B secr inh -5, SW480 rerep 1%, HT1080 IDH1KD tx 14%, KB-V1 MDR tox inconclusive, KB-3-1 cytotox 9%, MCF10A rerep 5%, WRN helicase inh 1% and HT1080-NT tox -3%.
COc1ccc(Cl)cc1S(=O)(=O)N1CCCC(C(=O)NCc2ccccn2)C1 (stereo unspecified) was read as ATXN2 expr inh -1%, IL1B secr inh 15, SW480 rerep -518%[inhibitor], HT1080 IDH1KD tx -10%, KB-V1 MDR tox -6%, KB-3-1 cytotox -16%, MCF10A rerep inconclusive, WRN helicase inh -20% and HT1080-NT tox 0%.
`Cc1ccc(OC(C)C)c(CN(CCO)CCO)c1` gave ATXN2 expr inh 0%, IL1B secr inh 5, SW480 rerep -1%, HT1080 IDH1KD tx 1%, KB-V1 MDR tox 5%, KB-3-1 cytotox 4%, MCF10A rerep 1%, WRN helicase inh -1% and HT1080-NT tox 3%.

High-throughput results deposited in PubChem BioAssay by National Center for Advancing Translational Sciences (NCATS).
